# Screening data as filed in PubChem.
# PME-1 primary: PME-1 (human) inhibition; recombinant PME-1, FP-Rh probe fluorescence polarization; inhibition, % at 5.9 µM; actives 0.53% (n = 320,000);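 active means inhibition above the campaign mean of all compounds plus 3 SD, cut at about 26% in these data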;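 further: competitive labeling of PME-1 active site by serine hydrolase directed probe; 0% = PME-1 with DMSO and 100% = wells lacking PME-1 enzyme; inhibitors block probe labeling so polarization falls and inhibition rises; many of its hits are not listed in these tables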
# PAD4 inh: PAD4 (human) enzyme inhibition; recombinant PAD4, RCA probe fluorescence polarization; inhibition, % at 6.36 µM; actives 0.41% (n = 330,000);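 active means percent inhibition above a cutoff equal to the mean of all tested compounds plus 3 SD, cut at about 15% in these data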;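 further: 0% = PAD4 with RCA probe and DMSO and 100% = probe without PAD4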
# PAFAH1B3 FP inh: PAFAH1B3 (human) inhibition; Q15102; recombinant PAFAH1B3, FP-rhodamine probe, fluorescence polarization; inhibition, % at 3.39 µM; actives 0.28% (n = 340,000);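 active means inhibition above the screen-wide average of all tested compounds plus 3 SD, cut at about 25% in these data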;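 further: 0% = enzyme with DMSO only and 100% = wells lacking PAFAH1B3 protein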
# PAFAH2 inh: PAFAH2 (human) inhibition; actives 0.99% (n = 340,000); Q99487; recombinant PAFAH2, FP-rhodamine activity probe, fluorescence polarization; inhibition, % at 3.39 µM;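 active means inhibition above the mean over all tested compounds plus 3 SD, cut at about 30% in these data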;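 further: inhibitors block probe labeling of enzyme so polarization drops; 0% = enzyme with DMSO and 100% = wells lacking PAFAH2 protein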
# LYPLA1 inh: counter-screen for PME1 inhibitors: inhibitors of human LYPLA1; O75608; recombinant LYPLA1, FP-Rh probe fluorescence polarization; inhibition, % at 5.9 µM; actives 0.16% (n = 320,000); AID 2174;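 active means inhibition above the mean of all tested compounds plus 3 SD, set per campaign, cut at about 14% in these data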;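 further: inhibitors block serine hydrolase probe labeling of LYPLA1 so polarization falls; 0% = enzyme with DMSO and 100% = wells lacking LYPLA1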
# Target sequence (O75608 whole entry, looked up): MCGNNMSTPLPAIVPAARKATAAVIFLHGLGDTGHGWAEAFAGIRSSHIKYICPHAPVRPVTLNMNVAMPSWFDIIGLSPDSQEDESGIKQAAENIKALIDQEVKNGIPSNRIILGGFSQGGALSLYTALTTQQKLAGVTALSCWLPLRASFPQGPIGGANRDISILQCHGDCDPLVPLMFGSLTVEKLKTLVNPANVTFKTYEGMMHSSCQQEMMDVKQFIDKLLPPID
# pPAFAH FP inh: pPAFAH (human) enzyme inhibition; Q13093; recombinant pPAFAH, FP-rhodamine probe fluorescence polarization; inhibition, % at 3.39 µM; actives 1.5% (n = 330,000); AID 463082;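 active means inhibition above the mean inhibition across the screen plus 3 SD, cut at about 25% in these data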;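 further: inhibitors block binding of the rhodamine activity-based probe so polarization drops; 0% = enzyme with DMSO and 100% = wells lacking pPAFAH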
# Target sequence (Q13093 whole entry, looked up): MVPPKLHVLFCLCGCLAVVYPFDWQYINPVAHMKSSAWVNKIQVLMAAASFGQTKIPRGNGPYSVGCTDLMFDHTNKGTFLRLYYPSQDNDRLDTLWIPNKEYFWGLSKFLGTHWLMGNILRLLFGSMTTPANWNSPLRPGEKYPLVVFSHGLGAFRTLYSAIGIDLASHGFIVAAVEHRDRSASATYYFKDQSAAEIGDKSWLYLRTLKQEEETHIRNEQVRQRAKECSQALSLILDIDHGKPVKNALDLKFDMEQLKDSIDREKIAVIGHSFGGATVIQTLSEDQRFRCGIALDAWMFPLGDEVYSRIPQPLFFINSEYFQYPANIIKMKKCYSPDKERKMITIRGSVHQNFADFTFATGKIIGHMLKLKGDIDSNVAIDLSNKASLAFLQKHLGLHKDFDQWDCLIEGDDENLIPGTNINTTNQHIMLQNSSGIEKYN
# LYPLA2 counter: counter-screen for PME1 inhibitors: inhibitors of human LYPLA2 | O95372 | recombinant LYPLA2, FP-Rh probe fluorescence polarization | inhibition, % at 5.9 µM | actives 0.38% (n = 320,000) | AID 2177;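 active means inhibition above the screen-wide mean plus 3 SD, limit set per campaign, cut at about 26% in these data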;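 further: 0% = LYPLA2 with DMSO and 100% = wells lacking LYPLA2 enzyme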
# PAFAH1B2 FP inh: PAFAH1B2 (human) inhibition | P68402 | actives 1.2% (n = 340,000) | AID 492953 | inhibition, % at 3.39 µM | recombinant PAFAH1B2, FP-rhodamine activity probe, fluorescence polarization;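 active means inhibition above the mean of all tested compounds plus 3 SD, cut at about 24% in these data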;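 further: 0% = enzyme with DMSO and 100% = wells lacking PAFAH1B2; many of its hits are not listed in these tables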
# Target sequence (P68402 whole entry, looked up): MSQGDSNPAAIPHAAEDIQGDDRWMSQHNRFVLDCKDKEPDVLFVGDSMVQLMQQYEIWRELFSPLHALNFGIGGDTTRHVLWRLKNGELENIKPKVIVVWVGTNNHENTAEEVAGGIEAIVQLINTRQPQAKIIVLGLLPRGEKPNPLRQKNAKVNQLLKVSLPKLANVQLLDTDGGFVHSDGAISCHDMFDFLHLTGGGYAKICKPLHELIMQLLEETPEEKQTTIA
# GSTO1 inh: counter-screen for RBBP9 inhibitors: inhibitors of human GSTO1; P78417; recombinant GSTO1, activity-based probe fluorescence polarization; inhibition, % at 5.96 µM; actives 1.1% (n = 300,000); AID 1974;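 active means inhibition above the campaign mean inhibition plus 3 SD, cut at about 35% in these data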;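 further: 0% = GSTO1-1 with DMSO and 100% = wells lacking GSTO1-1 enzyme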
# * = called active by the depositor; x = not tested or not shown. This is a subset, so the mix of outcomes need not match the whole.
# Abbreviations – A = PME-1 primary; B = PAD4 inh; C = PAFAH1B3 FP inh; D = PAFAH2 inh; E = LYPLA1 inh; F = pPAFAH FP inh; G = LYPLA2 counter; H = PAFAH1B2 FP inh; I = GSTO1 inh
SMILES: CCC1(c2ccc(F)cc2)NC(=O)N(CC(=O)N2CCN(C(=O)c3ccco3)CC2)C1=O (stereo not given)
  A: x; B: -3; C: 5; D: 1; E: x; F: -9; G: x; H: 3; I: x
SMILES: O=C(C1CCCC1)N1CCC(CO)(Cc2ccccc2Cl)CC1
  A: 4; B: -1; C: 5; D: -1; E: -2; F: 0; G: -7; H: 0; I: 1
SMILES: Cc1nn(-c2ccc(N3CCOCC3)nn2)c(C)c1CCC(=O)NCc1ccc(F)cc1
  A: -5; B: -1; C: 2; D: 1; E: -3; F: 3; G: -8; H: 1; I: -2
SMILES: Cc1ccc(-c2c3c(=O)n(C)c(=O)n(C)c3cn2Cc2ccccc2)cc1
  A: 0; B: 0; C: -1; D: -1; E: 1; F: 8; G: 5; H: 6; I: 23
SMILES: Cc1cc(Nc2cc(C(=O)O)ccc2C)n2ncnc2n1
  A: 8; B: 4; C: 8; D: -7; E: -1; F: 1; G: -4; H: 1; I: 7
SMILES: Nc1c(C(=O)NC2CCCC2)c2nc3ccccc3nc2n1/N=C/c1ccco1
  A: 3; B: -4; C: 10; D: 1; E: 3; F: 6; G: -1; H: 0; I: 0
SMILES: Cc1cc([N+](=O)[O-])ccc1N
  A: -2; B: 2; C: 10; D: 1; E: 0; F: -3; G: 2; H: -1; I: 16
SMILES: O=C(COC(=O)Cc1ccc(Cl)cc1Cl)Nc1ccc(OC(F)F)cc1
  A: -2; B: 5; C: 9; D: -7; E: -1; F: 12; G: -5; H: 4; I: 0
SMILES: CC(C)c1ccc(NC(=O)c2cccnc2)cc1
  A: 5; B: -2; C: -5; D: -10; E: 0; F: -2; G: 3; H: 0; I: -5
SMILES: Cc1ccccc1OCC(=O)Nc1sc2c(c1C#N)CC(C)(C)NC2(C)C
  A: 4; B: -3; C: 5; D: 6; E: -3; F: 24; G: -3; H: 7; I: -3
SMILES: COC(=O)C(C)Sc1nc2c(cnn2-c2ccc(Cl)cc2)c(=O)[nH]1 (stereo not given)
  A: -9; B: -1; C: -2; D: -6; E: -3; F: 4; G: -3; H: -3; I: -5
SMILES: COc1ccc(CCNC(=O)COc2ccc3c(C)cc(=O)oc3c2)cc1
  A: x; B: -4; C: 8; D: 1; E: x; F: -2; G: x; H: 2; I: x
SMILES: Cc1c(NC(=O)c2cn3ccccc3n2)cccc1-n1cnnn1
  A: 1; B: 0; C: 4; D: 0; E: -3; F: 1; G: -10; H: 2; I: 1
SMILES: O=C(/C=C/c1ccco1)NC(=S)Nc1cccc(-c2nc3ccccc3o2)c1
  A: -22; B: -12; C: -11; D: -8; E: -12; F: 6; G: -16; H: -9; I: -34
SMILES: CN(c1cccc(NS(=O)(=O)c2cccc([N+](=O)[O-])c2)c1)S(C)(=O)=O
  A: 3; B: 2; C: 16; D: -4; E: -1; F: 2; G: -3; H: 2; I: 2
SMILES: C=CCNc1nc2c(c(=O)n(C)c(=O)n2C)n1Cc1ccc(F)cc1
  A: -2; B: 7; C: -3; D: 3; E: -2; F: -1; G: 5; H: 3; I: 5
SMILES: COc1ccc(/C=C2\SC(=S)N(CCC(=O)Nc3ccc(O)cc3)C2=O)cc1
  A: 2; B: 4; C: -6; D: 1; E: -5; F: 2; G: -3; H: -6; I: -3
SMILES: O=S(=O)(N1CCOCC1)n1nnc2ccccc21
  A: 6; B: 2; C: -4; D: 4; E: 2; F: 3; G: 2; H: 1; I: 10
SMILES: CC(=O)Oc1ccccc1/C=C/c1nc2ccccc2c(=O)o1
  A: -3; B: -4; C: 5; D: 86*; E: -1; F: 2; G: 0; H: 4; I: -25
SMILES: C/C(=C\C(=O)c1ccc(Br)cc1)NCc1ccccc1
  A: 0; B: -4; C: 8; D: 9; E: -3; F: 3; G: -5; H: 3; I: 7
SMILES: Cc1noc(C)c1S(=O)(=O)N1CCC(C(=O)Nc2ccc(OC(F)(F)F)cc2)CC1
  A: -4; B: 2; C: 5; D: -4; E: -3; F: 3; G: -2; H: 2; I: -1
SMILES: CC1CCc2c(sc(/N=C/c3cccnc3)c2C(N)=O)C1 (stereo not given)
  A: -1; B: 1; C: x; D: x; E: -1; F: 2; G: -1; H: x; I: -5
SMILES: O=C1/C(=C/C=C/c2ccco2)SC(=S)N1NS(=O)(=O)c1ccccc1
  A: -36; B: 65*; C: 45*; D: 67*; E: -10; F: 74*; G: -11; H: 32*; I: -3
SMILES: COc1ccc(NC(=O)CN2C(=O)NC(C)(c3ccc4c(c3)OCCO4)C2=O)cc1S(N)(=O)=O (stereo not given)
  A: x; B: -7; C: 7; D: -12; E: x; F: 3; G: x; H: -2; I: x
SMILES: Cc1cccc2nc(CSCc3ccco3)cn12
  A: 1; B: -4; C: -5; D: 17; E: -1; F: 12; G: -5; H: 8; I: 0

# Overlap with the part before: 2 entries; new compounds follow.
# Abbreviations – A = PME-1 primary; B = PAD4 inh; C = PAFAH1B3 FP inh; D = PAFAH2 inh; E = LYPLA1 inh; F = pPAFAH FP inh; G = LYPLA2 counter; H = PAFAH1B2 FP inh; I = GSTO1 inh
SMILES: COc1ccc(NC(=O)CN2C(=O)NC(C)(c3ccc4c(c3)OCCO4)C2=O)cc1S(N)(=O)=O (stereo not given)
  A: x; B: -7; C: 7; D: -12; E: x; F: 3; G: x; H: -2; I: x
SMILES: Cc1cccc2nc(CSCc3ccco3)cn12
  A: 1; B: -4; C: -5; D: 17; E: -1; F: 12; G: -5; H: 8; I: 0
SMILES: O=C(CSc1nc2c(c(C(F)(F)F)n1)CCc1ccccc1-2)NCc1ccccc1
  A: -1; B: -5; C: 4; D: -4; E: 4; F: 6; G: 5; H: 4; I: -4
SMILES: Cc1ccc2nc(NC(=O)COC(=O)c3ccc(Br)o3)sc2c1
  A: -7; B: -1; C: 4; D: -6; E: 2; F: 11; G: 5; H: -1; I: 34
SMILES: COc1ccc(N=Cc2c(O)ccc3ccccc23)cc1
  A: 0; B: -9; C: 10; D: 3; E: 1; F: 3; G: -14; H: 4; I: 26
SMILES: COc1cccc(-c2nnc(-c3ccc(C(F)(F)F)cc3)o2)c1OC
  A: 0; B: 0; C: -5; D: 6; E: -4; F: 0; G: 3; H: 2; I: 0
SMILES: Cc1cccc2cccnc12
  A: -7; B: -4; C: 1; D: 1; E: 3; F: -1; G: -2; H: 3; I: x
SMILES: CC(C)(C)C1C/C(=C/c2ccco2)C(=O)/C(=C/c2ccco2)C1 (stereo not given)
  A: -5; B: -12; C: 0; D: 14; E: -4; F: 16; G: 0; H: 1; I: 3
SMILES: CCOC(=O)c1ccc(NC(=O)N2CCN(C(=O)C3CCCO3)CC2)cc1 (stereo not given)
  A: 1; B: 2; C: 6; D: -1; E: 2; F: -2; G: 2; H: 0; I: 3
SMILES: Cc1ccc(OCC(=O)Nc2cc(NC(=O)COc3ccc(C)c(C)c3)cc(C(=O)O)c2)cc1C
  A: -20; B: 4; C: -5; D: -8; E: -16; F: 14; G: -10; H: 2; I: -10
SMILES: Cc1nc(C#N)c(N/N=C/c2c(F)cccc2Cl)o1
  A: -4; B: -7; C: 3; D: 10; E: 0; F: -2; G: -1; H: 1; I: 6
SMILES: COc1ccc(NC(=O)N2CCc3cc(OC)c(OC)cc3C2)cc1
  A: -7; B: -1; C: 8; D: -5; E: 1; F: 0; G: 0; H: -4; I: 3
SMILES: CN(C)CCCNc1oc(-c2cccc(Cl)c2)nc1C#N
  A: 3; B: 1; C: 4; D: -2; E: 1; F: 0; G: 10; H: 4; I: 11
SMILES: Cc1ccc(NC(=O)NC(=O)COc2ccccc2C(N)=O)c(C)c1
  A: -5; B: 0; C: 2; D: 5; E: 0; F: 0; G: -2; H: 1; I: x
SMILES: Cc1nc2nc(-c3ccccc3)[nH]n2c(=O)c1Cc1ccccc1
  A: -10; B: 0; C: 0; D: 6; E: 2; F: 2; G: 6; H: 7; I: -84
SMILES: CCOc1cc(C(=O)N(C)Cc2cc3cc(OC)ccc3[nH]c2=O)cc(OCC)c1OCC
  A: -2; B: 3; C: 6; D: -5; E: 4; F: -1; G: -3; H: -4; I: 7
SMILES: CN1C(=O)C(C)(C)c2cc(S(=O)(=O)N3CCC(C(=O)NCc4ccc(Cl)cc4)CC3)ccc21
  A: -3; B: -4; C: 6; D: 0; E: 2; F: 2; G: 16; H: 10; I: 2
SMILES: O=C(Nc1cc(N2CCOCC2)ncn1)c1ccccc1
  A: -3; B: 4; C: 4; D: 8; E: 3; F: 4; G: 8; H: 0; I: 10
SMILES: CC(C)CNC(=O)COC(=O)c1c2c(nc3ccccc13)CCC2
  A: 5; B: 0; C: -1; D: -5; E: 0; F: 11; G: 5; H: -1; I: -3
SMILES: O=C(NCc1cccnc1)C1c2ccccc2C(=O)N1C1CCCC1 (stereo not given)
  A: -1; B: -7; C: 7; D: 2; E: 1; F: -4; G: 0; H: 5; I: 0
SMILES: CCN(CC)C(=O)COc1ccc2oc(C)c(C(=O)OC)c2c1
  A: -3; B: 2; C: 6; D: 2; E: -1; F: -3; G: 0; H: 1; I: 5
SMILES: Fc1cc(F)c2nc(N3CCOCC3)sc2c1
  A: -5; B: -5; C: -5; D: -3; E: -3; F: 8; G: 2; H: 1; I: -3
SMILES: CC(C)NC(=S)NC1(C)CCS(=O)(=O)C1 (stereo not given)
  A: 5; B: -10; C: 4; D: -4; E: 3; F: -3; G: 2; H: -4; I: 1
SMILES: CC(NC(=O)c1ccc2c(c1)OCO2)C(c1cccs1)N1CCN(c2ccccc2)CC1 (stereo not given)
  A: -4; B: -1; C: 6; D: -3; E: -3; F: 4; G: 2; H: 0; I: 4
SMILES: COc1ccc(N=C2S/C(=C\c3ccco3)C(=O)N2CC(C)C)cc1
  A: 1; B: -7; C: 2; D: 4; E: 0; F: 8; G: 7; H: -2; I: 1
SMILES: CSc1nc2c(c(=O)[nH]1)C(c1ccc(F)cc1)CC(=O)N2 (stereo not given)
  A: 0; B: 1; C: 5; D: 3; E: -2; F: 1; G: -4; H: 3; I: -3
SMILES: Cc1cc(C)cc(NS(=O)(=O)c2cc(C(=O)NCc3ccccn3)ccc2Cl)c1
  A: 11; B: -2; C: 10; D: 7; E: 1; F: 5; G: 1; H: 2; I: -5
SMILES: O=C(NCCCN1CCOCC1)c1cc2c(s1)CCC2
  A: -2; B: -4; C: 4; D: -4; E: 0; F: -1; G: 1; H: 7; I: 13
SMILES: O=C(COc1ccc(Cl)cc1)NCc1nnc(SCC(=O)NCCc2ccccc2)o1
  A: -3; B: -3; C: -9; D: -3; E: 0; F: -3; G: -2; H: 7; I: 5
SMILES: CC(=O)Nc1ccc(S(=O)(=O)NCCNC(=O)c2ccccc2F)cc1
  A: -2; B: -7; C: 13; D: 3; E: 7; F: 0; G: 10; H: 2; I: 0

# Part of the list above, tab-delimited:
SMILES	PME-1 primary	PAD4 inh	PAFAH1B3 FP inh	PAFAH2 inh	LYPLA1 inh	pPAFAH FP inh	LYPLA2 counter	PAFAH1B2 FP inh	GSTO1 inh
O=S(=O)(N1CCOCC1)n1nnc2ccccc21	6	2	-4	4	2	3	2	1	10
CC(=O)Oc1ccccc1/C=C/c1nc2ccccc2c(=O)o1	-3	-4	5	86*	-1	2	0	4	-25
C/C(=C\C(=O)c1ccc(Br)cc1)NCc1ccccc1	0	-4	8	9	-3	3	-5	3	7
Cc1noc(C)c1S(=O)(=O)N1CCC(C(=O)Nc2ccc(OC(F)(F)F)cc2)CC1	-4	2	5	-4	-3	3	-2	2	-1
